High-throughput results as filed in PubChem.
LDHA inh = blocks human lactate dehydrogenase A; P00338; purified LDHA, NADH/diaphorase-resazurin fluorescence; hits give low values; activity change, % (values are at about 110 or 230 µM); 0.15% of 480,000 active; in the data active = activity change below about -30%;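 also: plate controls were DMSO wells for no effect and wells without enzyme for full effect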
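Enzyme activity of human lactate dehydrogenase 5 (2 nM; 0.06 mM NADH, 0.2 mM pyruvate, 5 min, RT) is measured via a resazurin/diaphorase fluorescence readout of residual NADH.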
Starred values were filed as active, the others as inactive. Some of the compounds tested, so the mix of outcomes need not match the whole.

The first 2 entries, ahead of the listing:
LDHA inh,SMILES
1.6,Cc1ccc(N(C)S(=O)(=O)c2c(-c3ccccc3)csc2C(=O)NCc2cccnc2)cc1C
-5.3,COc1ccc(C2Nc3ccccc3C(=O)N2Cc2ccccc2)cc1COc1ccc(NC(=O)c2ccccc2)cc1 (configuration not stated)

This part in full, previewed entries included:
LDHA inh,SMILES
1.6,Cc1ccc(N(C)S(=O)(=O)c2c(-c3ccccc3)csc2C(=O)NCc2cccnc2)cc1C
-5.3,COc1ccc(C2Nc3ccccc3C(=O)N2Cc2ccccc2)cc1COc1ccc(NC(=O)c2ccccc2)cc1 (configuration not stated)
-2.4,COC(=O)c1cc(NCC(=O)N2CCNC2=O)ccc1Cl
-17.3,O=C(NNC(=S)NC(=O)C(c1ccccc1)c1ccccc1)c1ccc(NC(=O)c2ccccc2)cc1
-16.4,NNC(=S)Nc1ccc(Br)cc1
4.8,COc1ccc(C(=O)C(C)OC(=O)c2ccc3ccccc3n2)cc1 (configuration not stated)
-4.5,CCCCn1nnnc1C(c1ccccc1)N1CCN(C)CC1 (configuration not stated)
11.5,O=C(CCc1ncc(-c2ccc(F)cc2F)o1)N1CCc2ccccc21
4.5,Cc1cc(C(=O)NC(C)(C)c2ccc3c(c2)OCO3)on1
15.3,Cc1ccc(-c2nc(Cn3cc(C(F)(F)F)ccc3=O)co2)c(C)c1
2.5,COC(=O)c1c(Cl)c(C)nc2c1c(C)nn2C
-0.5,O=C(NCc1ccccn1)c1ccc(C(F)(F)F)cc1
27.9,CCOC(=O)c1ccc(Oc2c(C(F)(F)F)oc3cc(O)ccc3c2=O)cc1
-5.0,Nc1nc2ncccn2c1-c1ccc(F)c(F)c1
2.5,O=C(COc1ccccc1F)Nc1ccc(O)c(-c2nc3ccccc3o2)c1

(next part)
LDHA inh,SMILES
-7.2,CC(C)(O)C#Cc1ccc(C(=O)NC(CSCc2ccccc2)C(=O)O)cc1 (configuration not stated)
2.8,COc1ccccc1CN1CCN(C/C=C/c2ccccc2)CC1
6.9,COc1ccc(-c2noc(-c3cc4ccc(OC(C)=O)cc4oc3=O)n2)cc1
-0.1,CCN(Cc1ccc(Br)s1)C(=O)c1cnc(C)cn1
-2.8,COc1cc(CNC(=O)CCCc2cccs2)ccc1OCc1cccnc1
-1.7,Cc1c(C(=O)O)sc2ccccc12
-5.0,CCc1ccc(/C=C(/C#N)C(=O)c2c(C)[nH]c3ccccc23)cc1
8.3,CC(C)(C)c1ccc(-c2nnc3sc(-c4ccc5c(c4)OCO5)nn23)cc1
-2.5,CCc1ccc(C(=O)NCCOC)o1
-0.1,O=C(CSc1nnc2ccc(-c3cccnc3)nn12)NC1CCCCC1
4.7,Cc1cccc(-c2noc(-c3ccc(I)cc3)n2)c1
1.7,O=C(Cn1nc(-c2ccc(F)cc2)c2ccccc2c1=O)N1CCOCC1
-1.8,CCc1ccc(-c2csc(NC(=O)c3ccc4c(c3)NC(=O)C(C)S4)n2)cc1 (configuration not stated)
1.6,CCCCOCCCNC(=O)C[C@@H]1C[C@@]2(C(=O)OC)CCCCC=C2N(Cc2ccc3c(c2)OCO3)C1=O
3.5,CC(NC(=O)C1CC1)C1CC2CCC1C2 (configuration not stated)

Next part.
LDHA inh,SMILES
2.8,Brc1ccccc1N=Cc1ccc(-c2ccccc2)cc1
-7.1,CC(NC(=O)NCCNc1ncccn1)c1cccnc1 (configuration not stated)
8.9,COCCn1c(SCC(=O)c2cc(C)ccc2C)nnc1-c1ccc(Cl)cc1
-13.6,CC(C(=O)NCc1ccccc1)n1nc(-c2ccccc2)c2ccccc21 (configuration not stated)
2.2,CC(NC(=O)CCC1CCCCC1)c1ccccn1 (configuration not stated)
-8.9,O=C(NCc1cccc(Cl)c1)Nc1ccccc1Cl
-11.4,O=C(O)c1cnc(/C=C/c2cc(Cl)c3c(c2)OCCCO3)s1
3.6,CCNc1c(NC(=O)Nc2ccccc2C(F)(F)F)c(=O)oc2ccccc12
-1.7,O=C(Nc1ccc(Cl)cc1)N(Cc1cccc(O)c1)C1CCC(O)CC1 (configuration not stated)
5.7,CCc1ccc(/C=C(\C#N)C(=O)Nc2sc(C(=O)N(C)C)c(C)c2C#N)s1
8.5,COc1cc(OC)cc(C(NC(=O)Cc2n[nH]c(=O)c3ccccc23)c2nccn2C)c1 (configuration not stated)
0.1,Cc1ccc(SCC(=O)NC(C)(C#N)C2CC2)cc1C (configuration not stated)
-11.2,Cc1ccc(-c2cnc(SCC(=O)Nc3ccc(F)cc3)o2)cc1C
9.3,COCc1nc(-c2ccc3c(c2)OCCCO3)cs1
1.4,CCCCC(CC)C(=O)NCCCCCCCCNC(=O)C(CC)CCCC (configuration not stated)

Random excerpt: 7 records from the list
LDHA inh,SMILES
-11.4,O=C(O)c1cnc(/C=C/c2cc(Cl)c3c(c2)OCCCO3)s1
-11.2,Cc1ccc(-c2cnc(SCC(=O)Nc3ccc(F)cc3)o2)cc1C
8.5,COc1cc(OC)cc(C(NC(=O)Cc2n[nH]c(=O)c3ccccc23)c2nccn2C)c1 (configuration not stated)
3.6,CCNc1c(NC(=O)Nc2ccccc2C(F)(F)F)c(=O)oc2ccccc12
5.7,CCc1ccc(/C=C(\C#N)C(=O)Nc2sc(C(=O)N(C)C)c(C)c2C#N)s1
-8.9,O=C(NCc1cccc(Cl)c1)Nc1ccccc1Cl
8.9,COCCn1c(SCC(=O)c2cc(C)ccc2C)nnc1-c1ccc(Cl)cc1

2 entries from above, in CSV form:
Structure,LDHA inh
Brc1ccccc1N=Cc1ccc(-c2ccccc2)cc1,2.8
CC(NC(=O)NCCNc1ncccn1)c1cccnc1 (configuration not stated),-7.1

New compounds follow.
LDHA inh,SMILES
-0.6,CCOC(=O)c1ccc(OCC2CCCO2)cc1 (configuration not stated)
-6.8,CC(C)c1ccc(S(=O)(=O)NCC(c2cccs2)N(C)C)cc1 (configuration not stated)
-16.6,O=C(OCc1cccc(Br)c1)c1cccc(O)c1
-7.3,CC(=O)Nc1ccc(/C=C/C(=O)C23CC4CC(CC(C4)C2)C3)cc1
-12.2,CC(NC(=O)c1cc(-c2ccco2)nc2ccccc12)c1ccccc1 (configuration not stated)
-22.1,Cc1cccc(C(C)C)c1NC(=O)CSc1ncnc2ccccc12
5.4,N#CCc1c(C#N)c(N)nc(NCc2ccccc2)c1C#N
0.7,Cc1cc(C(=O)COC(=O)c2ccco2)c(C)n1Cc1ccccc1
3.9,CC(OC(=O)c1csc(NCc2ccccc2)n1)C(=O)N1CCNC1=O (configuration not stated)
-6.2,CN(CC(=O)Nc1ccccc1C(F)(F)F)C(=O)CSc1nccn1-c1cccc(F)c1
-1.2,O=C(CCc1ncc(-c2ccc(Cl)cc2)o1)Nc1ccccc1O
2.8,COc1cccc(C2(CC#N)CCOC(C)(C)C2)c1 (configuration not stated)
13.0,CSc1cccc(NC(=O)/C=C/c2cccc(F)c2)c1
-23.1,COC(=O)c1ccc(CN(C)CC2CC2)cc1
1.5,CC(C)CNC(=O)c1nc(-c2ccc3cc[nH]c3c2)no1

Later entries:
LDHA inh,SMILES
12.1,CCCOc1ccc(C(=O)NC2CCCCNC2=O)cc1OCC (configuration not stated)
11.2,COc1cc(C(=O)OCc2ccccc2C#N)ccc1C
-1.8,CC(=O)c1ccc(C(=O)N2CCN(C(c3ccc(F)cc3)c3ccc(F)cc3)CC2)s1
-1.1,COc1ccc(-c2nnc(SCc3csc(Nc4ccccc4)n3)o2)cc1OC
4.7,Cc1ccc(Sc2oc(/C=C(/C#N)c3nc4ccccc4[nH]3)cc2Br)cc1
-6.3,C=CCNc1nc(C(=O)OCc2cccc(F)c2F)cs1
3.9,O=C(Nc1cccc(C(F)(F)F)c1)c1cc(N2CCCCS2(=O)=O)ccc1Cl
3.6,CCc1cccc2c(C(=O)O)c[nH]c12
-1.3,CC(C)C(NC(=O)C1CCCCC1C)C(=O)O (configuration not stated)
0.2,O=C(C[C@H]1CC[C@H]2[C@@H](COC[C@@H](O)CN2S(=O)(=O)c2ccc(F)cc2)O1)N[C@@H]1CCN(Cc2ccccc2)C1
1.0,CSc1cccc(NC(=O)c2ccc(C)c(F)c2)c1
-1.5,CC(C)C[C@H]1CN(CCCC[C@H]2CNC(=O)C(=O)N2CCc2ccc(O)cc2)C(=O)C(=O)N1CCc1ccc(O)cc1
-6.7,CC(=O)Nc1ncc2c(n1)CC(c1ccc(C(C)(C)C)cc1)CC2=O (configuration not stated)
6.1,Cc1ccc(C(=O)NC2(C(F)(F)F)C(=O)Nc3c2c(=O)[nH]c(=O)n3Cc2ccco2)cc1 (configuration not stated)
6.6,CC(=O)c1ccc(C(=O)O)s1

The listing continues.
LDHA inh,SMILES
4.0,O=C(CCCNC(=O)c1ccc(Cl)cc1)NCc1cccc(C(F)(F)F)c1
3.6,CSc1ccc(-c2c/c(=N\c3nc(-c4ccccc4)c(C)s3)c3ccccc3o2)cc1
-2.5,COc1ccc(C2=Nc3ccccc3N(C(=O)c3cc(Cl)cc(Cl)c3)C2C(=O)NCc2ccccc2)cc1 (configuration not stated)
1.0,CCCOc1ccccc1C(=O)Nc1cccc(-c2nc3ccccc3o2)c1
-4.8,COCC(=O)N1C[C@H](C)[C@H](OC)CN(C)C(=O)c2cc(NC(=O)Nc3cccc(F)c3)ccc2OC[C@@H]1C
13.4,CCOc1ccc2c(c1)cc(C(=O)Nc1ccccc1OC)n2C
-12.9,O=C(Cn1cccc(C(F)(F)F)c1=O)Nc1cccc(OC(F)(F)F)c1
-1.4,O=C(CCc1c[nH]c2ccccc12)NCc1ccc(Cl)cc1
4.9,O=C(c1ccc(Br)s1)N(Cc1ccc(Br)cc1)C1CC1
0.4,O=C(N1Cc2ccc(Nc3nn4c(=O)c5ccccc5nc4s3)cc2C1)C(F)(F)F
7.8,CCOc1ccc(-c2cc(C(=O)Nc3nnc(CC)s3)no2)cc1
4.6,CC(=O)c1c(C)[nH]c(C(=O)C(C)OC(=O)c2c(F)cccc2F)c1C (configuration not stated)
7.2,O=C(O/N=C1\CCCc2oc3c(c21)CCCC3)c1ccc(Cl)c(Cl)c1
0.1,Cc1c(-c2nnc(-c3ccc(OC(C)C)cc3)o2)oc2ccccc12
-1.3,Cc1cc(C(=O)O)ccc1NS(=O)(=O)c1ccc(S(=O)(=O)N2CCCCC2)cc1

Further records follow.
LDHA inh,SMILES
-2.1,Cc1nc2cc(Cl)ccc2cc1C(=O)NCC(F)(F)F
-8.6,COc1ccc(-c2nc3ccccc3o2)cc1NC(=O)c1cccc(Cl)c1
-1.0,CC(=O)Nc1ccc(I)cc1C
9.6,O=C(NC(=S)NCCC1=CCCCC1)c1cccs1
3.7,O=C(Cn1nc(N2CCCCC2)c2ccccc2c1=O)Nc1ccc2c(c1)OCCO2
1.3,CN(C)C(=O)CNC(=O)c1nn(C)c(=O)c2ccccc12
31.4,CCCCOc1ccc(NC(=O)C(C)Oc2ccccc2F)c2cccnc12 (configuration not stated)
-2.0,CCN1CCCC1CNCC1CCCCC1 (configuration not stated)
4.8,CCCCCCn1nc(C(=O)N(CC)CC(=O)Nc2c(F)cccc2F)c2ccccc2c1=O
1.3,COc1cccc(CN(C(=O)c2oc3c(C)c(C)ccc3c2C)C2CCS(=O)(=O)C2)c1 (configuration not stated)
4.8,Cn1c(=O)oc2cc(NC(=O)Nc3ccc(F)c(Cl)c3)ccc21
14.4,CCOc1ccc(NC(=O)C(CC)Oc2ccccc2F)c2cccnc12 (configuration not stated)
1.9,O=C(Nc1cn[nH]c1)C1CCN(c2ccc(C(F)(F)F)cn2)CC1
1.8,CC(C)Cc1nnc(NC(=O)c2cc(=O)c3cc(Cl)cc(Cl)c3o2)s1
10.7,O=C(CCS(=O)(=O)c1ccc(Cl)cc1)OCc1ccccc1

Additional results:
LDHA inh,SMILES
5.1,COC(=O)c1ccn(Cc2c(Cl)cccc2Cl)n1
9.5,O=c1oc2cc(O)ccc2cc1-c1nc(-c2ccc3ccccc3c2)cs1
5.1,O=S(Cc1ccccc1)Cc1ccc(F)cc1 (configuration not stated)
1.4,Cc1cccc(Nc2nnc(SCC(=O)N3CCOCC3)s2)c1
1.7,CCOC(=O)[C@]12CCCC=C1N(CCC1=CCCCC1)C(=O)[C@H](CC(=O)N1CCCC1)C2
-6.6,Cc1nc2cc(NC(=O)c3cccc(S(=O)(=O)Nc4ccc(Cl)cc4)c3)ccc2o1
-0.3,NS(=O)(=O)c1ccc(N2N=C(c3ccccc3)CCC2=O)cc1
0.3,Cc1ccc(N(Cc2nnc(SCC(=O)c3cc(C)n(C4CC4)c3C)n2C)S(C)(=O)=O)cc1
0.5,Cn1nccc1C(=O)Nc1sc2c(c1C#N)CCCCC2
0.1,CS(=O)(=O)Oc1ccc2cc(-c3ccccc3)c(=O)oc2c1
7.8,Cc1nn(-c2ccc(N3CCCC3)nn2)c(C)c1CCC(=O)NCCc1ccco1
-16.4,CN(C)C(=O)CN(C)c1ncnc2sc3c(c12)CCC3
-1.8,CCNC(=O)CNc1nc(C(F)(F)F)nc2ccccc12
-3.9,O=C(c1cc(F)ccc1F)C1CCN(CCc2ccncc2)CC1
1.8,O=C(Cc1noc(C(=O)NC2CCCCC2)n1)Nc1cccc2ncccc12

Part of the list above, as labelled records:
> COC(=O)c1ccn(Cc2c(Cl)cccc2Cl)n1
- LDHA inh: 5.1

> O=c1oc2cc(O)ccc2cc1-c1nc(-c2ccc3ccccc3c2)cs1
- LDHA inh: 9.5

Next compounds follow:
LDHA inh,SMILES
14.3,COc1cc(C2CC(=O)Nc3nc(-c4ccccc4)[nH]c(=O)c32)cc(OC)c1O (configuration not stated)
1.9,O=c1[nH][nH]c2c1[C@H](c1ccc(Cl)cc1)O[C@H](C1CC1)C2
-0.1,CCOC(=O)C(=O)Nc1ccc(C(N)=O)cc1
-6.9,Cc1ccc(C(=O)NC(C)c2ccc(F)c(F)c2)s1 (configuration not stated)
4.9,CC(C)(C)c1ccc2cc(C(=O)N3CCCC3)[nH]c2c1
4.5,CCOC(=O)COc1ccc2c(=O)c(-c3ccc(OC)cc3)c(C)oc2c1
-12.1,O=C(Nc1cc(F)cc(F)c1)c1ccc2ccccc2n1
-0.1,O=C(C1=Cc2ccccc2OC1)N1CCN(S(=O)(=O)c2cccc(Cl)c2)CC1
8.6,O=C(O)CCCCCNC(=O)Cn1ccc2c(Cl)cccc21
-2.6,CCn1c(=O)c(C(=O)Nc2ccc(Cl)c(C(F)(F)F)c2)nc2cc(C)c(C)cc21
